# Bioassay records: PubChem, several laboratories
# Platelet DG rel: platelet dense granule release activity | human platelet-rich plasma, SFLLRN dense granule ATP release, luminescence | inhibition, %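 (compounds screened at 7.5 µM in platelet-rich plasma)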 | 300,000 compounds, 0.22% hits | AID 1663;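 active means mean replicate score, as percent of positive control, at or above 50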
# HDAC3 inh: blocks human histone deacetylase 3 | recombinant HDAC3, fluorogenic peptide/trypsin coupled, fluorescence | AID 2718 | inhibition, % at 8.3 µM | 320,000 compounds, 0.15% hits | O15379; in the data active means inhibition above about 26%, passing the limit was not always enough
# PolyA inhibitor: blocks polyadenylation in yeast reporter cells | AID 1875 | S. cerevisiae SKY197-pL101 polyadenylation reporter, beta-gal luminescence; efflux-impaired pdr1/pdr3 knockout yeast; score 100 = 6 SD above DMSO | 300,000 compounds, 0.02% hits | calls only at 12 µM;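 active means lowest replicate activity score at least 50, where 100 means six control SD above control mean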;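 further: yeast exposed to compound for 9 h at 30 °C; higher score means more reporter readthrough which indicates perturbed polyadenylation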
# DYRK1A inh: Dyrk1A (rat) kinase inhibition. Q63470. ADP-Glo luminescence, NFATc1 peptide. inhibition, % at 12.5 µM. 310,000 compounds, 0.43% hits. AID 504441; in the data active means inhibition above about 50%;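 further: plate controls were vehicle with enzyme for no effect and no enzyme for full effect; many of its hits are not listed in these tables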
# AI-2 QS modul: modulators of Vibrio harveyi AI-2 quorum sensing system. Vibrio harveyi JMH597 AI-2 luminescence/OD600 ratio, 9 h; hits give low values; strain lacks LuxN and CqsS sensors; 0 = neutral-control median. activity change, % at 7.5 µM. 300,000 compounds, 0.4% hits; in the data active means activity change below about -75%, passing the limit was not always enough;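 further: luminescence divided by OD600 gain over 9 h not by final OD600 alone; inactives centre near 13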
# HSP90 inh: HSP90 refolding inhibition in rabbit reticulocyte lysate | 290,000 compounds, 0.91% hits | inhibition, % at 5.6 µM | luciferase refolding luminescence, 3 h;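 active means inhibition above the screen-wide mean plus 3 SD, computed separately per campaign, cut at about 16% in these data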;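 further: 0% = DMSO wells and 100% = 60 µM geldanamycin wells; inhibitors lower the luminescence because luciferase stays unfolded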
# GSK3A inh: inhibitors of human GSK-3 alpha kinase | ADP-Glo luminescence, 60 min | 320,000 compounds, 0.1% hits | P49840 | inhibition, % at 10 µM;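 in the data active means inhibition above about 50%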;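 further: GST-tagged GSK-3 alpha with peptide substrate and 25 µM ATP; 0% = DMSO neutral wells and 100% = GW8510 positive control wells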
# Target sequence (P49840 whole entry, looked up): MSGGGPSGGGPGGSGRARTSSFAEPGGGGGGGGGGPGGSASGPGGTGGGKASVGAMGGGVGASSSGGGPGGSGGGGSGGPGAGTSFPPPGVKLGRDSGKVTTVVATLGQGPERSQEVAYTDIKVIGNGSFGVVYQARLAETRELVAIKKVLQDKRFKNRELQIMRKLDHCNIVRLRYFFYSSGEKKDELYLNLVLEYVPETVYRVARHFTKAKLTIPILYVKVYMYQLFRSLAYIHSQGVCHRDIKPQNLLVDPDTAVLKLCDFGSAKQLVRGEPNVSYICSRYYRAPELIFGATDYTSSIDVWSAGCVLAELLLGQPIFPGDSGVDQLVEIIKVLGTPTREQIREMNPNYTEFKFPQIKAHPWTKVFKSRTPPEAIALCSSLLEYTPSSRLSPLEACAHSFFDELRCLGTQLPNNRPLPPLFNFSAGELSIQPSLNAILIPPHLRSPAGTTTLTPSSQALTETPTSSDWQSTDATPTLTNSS
# HSF-1 act: increases HSF-1 driven luciferase reporter signal; 300,000 compounds, 1.7% hits; activation, % at 9 µM; NIH3T3-HGL HSF-1 luciferase reporter, MG132, 8 h; 100% = twice DMSO control signal;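 active means mean replicate activation of at least 50% with a set share of replicates each reaching 50%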;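 further: 0% = median of the neutral control wells and 100% = twice that signal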
# GSK3beta inhib: inhibitors of human GSK3beta kinase; P49841; GST-GSK3beta kinase, ADP-Glo luminescence, 60 min; hits give low values; activity score (negative = inhibition), % at 10 µM; 300,000 compounds, 0.038% hits;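 active means more than half of replicate wells score below -50%, meaning over 50% inhibition versus plate controls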;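 further: 0% = median DMSO wells and -100% = median GW8510 positive control wells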
# Target sequence (P49841 whole entry, looked up): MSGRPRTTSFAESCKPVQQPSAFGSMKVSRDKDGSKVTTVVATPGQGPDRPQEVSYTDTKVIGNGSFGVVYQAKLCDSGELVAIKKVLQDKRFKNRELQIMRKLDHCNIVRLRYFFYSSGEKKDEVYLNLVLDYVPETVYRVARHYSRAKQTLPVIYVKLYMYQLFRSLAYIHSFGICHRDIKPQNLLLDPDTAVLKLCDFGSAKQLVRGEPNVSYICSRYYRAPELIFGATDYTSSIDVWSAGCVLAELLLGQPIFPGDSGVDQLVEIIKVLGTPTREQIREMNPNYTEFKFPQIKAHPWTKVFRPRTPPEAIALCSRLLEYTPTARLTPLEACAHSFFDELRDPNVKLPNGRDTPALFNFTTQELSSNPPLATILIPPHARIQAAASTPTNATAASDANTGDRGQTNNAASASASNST
#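 Assay system: GST-tagged human GSK3beta kinase, cell-free; Input: 1.6 ng GSK3beta; Medium: Tris/MgCl2 kinase buffer; Timing: 60 min enzyme reaction, room temperature; Signal: ADP-Glo luminescence quantifying ADP generated by kinase; Evaluation: score relative to plate controls; Benchmarks: DMSO neutral wells and GW8510 at 20 µM as positive.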
# HSF1 inhib: HSF1 inhibition; NIH3T3-HGL HSE-luciferase, MG132-induced, luminescence 8 h; hits give low values; activity change, negative = inhibition, % at 7.5 µM (by protocol); 300,000 compounds, 0.77% hits; AID 2098;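 active means more than half of replicate wells show activity change below -50%, luminescence cut by over half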;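 further: luciferase reports HSF-1 transcriptional activity via heat shock element; 0% = median of DMSO wells and -100% = zero luminescence signal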
# Starred values were filed as active, the others as inactive; i = inactive; . = not tested or not shown. An excerpt; count on the stated rates, not on these rows.
SMILES,Platelet DG rel,HDAC3 inh,PolyA inhibitor,DYRK1A inh,AI-2 QS modul,HSP90 inh,GSK3A inh,HSF-1 act,GSK3beta inhib,HSF1 inhib
Cc1oc(S(=O)(=O)N2CCCCC2)cc1NC(=O)Nc1ccccc1,-9.6,1.8,i,-1.3,.,3.6,-1.0,-2.1,4.7,8.8
CC(=O)Nc1ccc(S(=O)(=O)N2CCC(C(=O)NCCC(=O)NCc3ccncc3)CC2)cc1,3.3,2.9,i,0.7,-3.8,-2.4,-6.1,1.6,-0.2,-4.9
COCC1CCCCN1C(=O)CCCn1nnnc1CN1CCC(C)CC1 (centres undefined),1.1,-5.6,i,0.3,6.4,1.1,-0.8,-13.3,-3.0,-5.1
CC(C)(C)NC(=O)CSc1nnc(C2CC2)n1Cc1ccccc1,2.8,-2.9,i,-10.9,15.4,3.4,-1.0,0.7,2.8,2.4
CCOCC(=O)OCC(=O)NC12CC3CC(CC(C3)C1)C2,3.2,1.5,i,5.1,16.5,-0.8,-0.3,-0.1,-1.0,2.0
CCN(CC)S(=O)(=O)c1ccc(-c2nnc(SCC(=O)Nc3ccc(OC)c(OC)c3)o2)cc1,2.2,3.7,i,-4.6,17.8,-2.8,-2.1,16.1,0.3,3.2
O=C(COC(=O)c1ccc(Br)cc1)NCCN1C(=O)CSC1=O,0.3,1.1,i,-9.8,5.4,1.7,-0.8,8.5,-1.8,1.8
Cc1ccc(CSC2=NCCN2S(=O)(=O)c2ccc(F)cc2)cc1,-13.3,3.2,i,0.0,13.2,-2.2,-1.5,-17.0,-5.2,-3.5
CCOC(=O)c1c(/N=C/c2cccc(C)c2O)sc2c1CCN(C)C2,2.8,.,i,29.3,21.1,-4.9,.,-4.0,0.1,-7.1
O=C(NCCc1nc2ccccc2[nH]1)c1ccc(F)cc1,-1.8,4.3,i,-3.0,24.0,5.1,-0.8,-0.2,1.4,-4.8
O=C1NC(=Nc2ccccc2)S/C1=C/c1cccs1,-7.6,1.2,i,8.7,17.1,0.7,-2.0,36.6,-3.4,2.9
Cc1ccccc1CCN(CC(=O)NCc1ccc(F)cc1)C(=O)c1csnn1,0.8,-2.4,i,-2.7,7.9,-2.6,-1.2,24.5,0.5,14.8

# Quoted from the listing.
# CC(=O)Nc1ccc(S(=O)(=O)N2CCC(C(=O)NCCC(=O)NCc3ccncc3)CC2)cc1 in HSF1 inhib: -4.9
# Cc1oc(S(=O)(=O)N2CCCCC2)cc1NC(=O)Nc1ccccc1 in HSP90 inh: 3.6
# COCC1CCCCN1C(=O)CCCn1nnnc1CN1CCC(C)CC1 (centres undefined) in DYRK1A inh: 0.3

# Carrying on.
SMILES,Platelet DG rel,HDAC3 inh,PolyA inhibitor,DYRK1A inh,AI-2 QS modul,HSP90 inh,GSK3A inh,HSF-1 act,GSK3beta inhib,HSF1 inhib
Cc1ccc(C(=O)NCCn2cc(SCC(=O)N3CCOCC3)c3ccccc32)cc1,1.7,4.4,i,-1.5,22.0,5.9,2.5,-60.2,-2.4,-47.7
O=c1cccc(-c2ccc(Br)cc2)o1,6.3,-0.5,i,-1.3,2.1,1.7,1.6,-2.4,1.0,-2.7
COc1ccc(N(C(=O)Cn2nnc(-c3ccc(Cl)cc3)n2)C(C(=O)NCC2CCCO2)c2ccc(C)cc2)cc1 (centres undefined),-4.2,-5.1,i,-2.7,23.5,-1.2,-2.8,2.3,-6.2,-3.9
O=C(NCc1ccccc1)Oc1cccc(Cl)c1,0.6,-1.1,i,.,-0.7,5.1,-2.6,-1.0,0.6,4.5
CCN1CCN(Cc2ccc(NC(=O)c3cc(NC(=O)C(=O)c4c[nH]c5ccccc45)cc(OC)c3)cc2C(F)(F)F)CC1,4.8,-10.0,i,2.9,56.5,.,0.2,-0.8,0.1,3.4
CS(=O)(=O)N1N=C(c2cccs2)CC1c1ccco1 (centres undefined),26.2,8.6,i,-5.3,13.2,5.6,-0.6,-21.3,2.7,2.1
CC(=O)N1CCCc2ccc(NS(=O)(=O)c3ccccc3)cc21,-9.5,-3.7,i,22.5,14.4,.,-0.2,25.9,2.1,0.4
CCCCC1S/C(=N/N=C/c2cccs2)NC1=O (centres undefined),-2.4,1.8,i,-6.9,15.2,-8.0,0.1,9.4,0.4,2.2
Cc1ccc(C2NCCS2)cc1 (centres undefined),.,-0.8,.,-3.8,-16.5,-1.7,-1.1,.,0.5,.
Cc1ccnc(NS(=O)(=O)c2cc(-c3cc(C)no3)ccc2C(C)C)c1,-22.8,-0.5,i,.,15.6,1.9,3.1,39.4,0.5,9.0
CC(=O)NC(=S)Nc1cccc2c(C)cc(C)nc12,-11.4,-2.6,i,-59.1,13.7,2.1,13.8,11.7,3.5,4.7
CS(=O)(=O)N1CCCC(C(=O)NCCCN2CCc3ccccc3C2)C1 (centres undefined),1.9,0.8,i,-4.5,10.1,-2.1,1.1,-10.4,-4.4,-7.2
O=C(C1CC(=O)N(c2ccccc2)C1)N1CCN(C2=NS(=O)(=O)c3ccccc32)CC1 (centres undefined),-1.7,5.8,i,11.1,40.5,1.5,0.2,-16.1,0.1,-1.5
Fc1ccc(-n2c(CN3CCCCC3)n[nH]c2=S)cc1,2.9,10.2,i,.,23.7,3.9,-1.3,-6.2,3.6,1.6
COc1ccc(-c2cc(=O)oc3cc(OC(C)C(=O)NCc4ccccn4)ccc23)cc1 (centres undefined),7.2,4.5,i,8.0,24.8,3.0,0.7,-5.1,-4.0,0.4
CC(C)(C)n1nnnc1C(c1cc2cc3c(cc2[nH]c1=O)OCO3)N1CCN(c2ccccc2)CC1 (centres undefined),-10.9,-2.2,i,-1.4,13.7,2.6,-4.2,-7.6,-0.1,-7.0
COC(=O)c1cc(-c2ccccc2)nc2nc(SC)[nH]c(=O)c12,-0.9,-0.4,i,-1.7,15.8,0.6,6.6,-0.7,1.6,-5.7
COc1ccc(C(Cl)=C(c2ccc(OC)cc2)c2ccc(OC)cc2)cc1,-0.3,11.7,i,0.9,14.6,5.0,-1.8,-12.0,-2.4,-4.5
COc1cc(C(CCN2CCCC2)c2c(OC)cc(OC)c3c(C)cc(=O)oc23)cc(OC)c1OC (centres undefined),-2.7,-2.3,i,5.6,17.3,.,-1.7,-2.9,2.4,4.7
O=C(NCCCn1ccnc1)/C(=C\c1cccnc1)NC(=O)c1cccc(Br)c1,9.8,-1.7,i,-20.6,31.3,-4.8,-1.5,2.0,-1.0,-10.4
Cc1noc(C(=O)N2CCN(c3ccc(F)cc3)CC2)c1Cl,-11.0,-4.1,i,-0.7,19.6,-4.9,-0.5,6.2,0.4,1.9
CCOc1ccc(N=C2NC(=O)C(CC(=O)Nc3ccc(OC)cc3)S2)cc1 (centres undefined),-2.1,-10.2,i,-2.3,6.8,-0.7,.,7.5,-1.1,-3.8
CCOC(=O)c1cc(-c2cc3ccccc3o2)n[nH]1,0.9,5.5,i,0.3,23.7,-0.9,-1.1,7.3,1.4,0.3
O=C(c1ccc(S(=O)(=O)NCC2CCCO2)cc1)N1CCN(c2ccccc2F)CC1 (centres undefined),-2.0,0.6,i,.,2.2,2.7,-0.7,1.7,1.1,2.5
CCc1cccc2c3c([nH]c12)C(CC)(CC(=O)O)OCC3 (centres undefined),5.3,-4.7,i,0.4,10.1,-1.6,-2.0,-15.7,-0.1,-7.0
CCc1ccc(S(=O)(=O)Nc2nnc(N)s2)cc1,2.3,-1.1,i,-2.5,1.9,0.8,-2.5,21.3,-1.6,0.9
O=C(O)COc1ccccc1/C=N/NC(=O)c1cccc(S(=O)(=O)Nc2cccc(Cl)c2)c1,-9.9,7.2,i,-6.7,1.7,-3.2,-0.7,11.2,5.1,5.4
O=C(N/N=C\c1ccc(Cl)s1)c1cccs1,-1.3,1.6,i,2.2,13.5,12.2,-2.5,22.6,0.2,17.5
CNC(=O)C(=O)Nc1ccc(C)cc1C,3.8,-1.9,i,3.8,22.0,0.4,-1.4,5.5,1.5,-2.0
COc1ccc(Cn2c(C)c(C)c(C#N)c2NC(=O)Nc2ccc(F)cc2)cc1,-2.8,-7.8,i,2.8,14.7,-0.7,-1.5,3.3,-1.5,-10.9
O=C(Nc1ccc(OCC(=O)N2CCOCC2)cc1)c1cc(F)c(F)cc1Cl,-6.7,3.7,i,-8.0,21.1,-1.7,-2.9,5.6,2.0,1.7
N#C/C(=C/c1ccccc1)C(=O)NCc1ccccc1,0.5,0.0,i,1.1,20.0,-0.1,-1.1,4.2,4.2,2.5
Nc1c2c(nc3cccc(Cl)c13)N(c1ccccc1)CC2,0.0,-6.1,i,-0.8,18.8,0.3,-1.8,9.4,0.7,-2.2
CSc1nnc(C)c(/C=C/Nc2ccc(F)cc2)n1,5.8,2.1,i,3.3,-28.8,0.3,2.8,26.2,0.6,1.2
Cc1ccccc1C(=O)NC(=S)Nc1sc2c(c1C#N)CCCC2,-7.7,-10.1,i,-3.2,0.0,2.9,-0.7,39.2,3.2,23.4
COc1ccc(NC(=O)CCCN2C(=O)C(c3ccccc3)Oc3cccnc32)cc1OC (centres undefined),-8.1,-1.0,i,0.9,2.9,-3.9,-1.0,2.3,-1.3,-5.6

# An excerpt from above, showing only AI-2 QS modul, HSF1 inhib and HSP90 inh.
Compound | AI-2 QS modul | HSF1 inhib | HSP90 inh
Cc1ccc(C(=O)NCCn2cc(SCC(=O)N3CCOCC3)c3ccccc32)cc1 | 22.0 | -47.7 | 5.9
O=c1cccc(-c2ccc(Br)cc2)o1 | 2.1 | -2.7 | 1.7

# (list continues)
SMILES,Platelet DG rel,HDAC3 inh,PolyA inhibitor,DYRK1A inh,AI-2 QS modul,HSP90 inh,GSK3A inh,HSF-1 act,GSK3beta inhib,HSF1 inhib
c1ccc2c(CN3CCCCC3)csc2c1,19.2,-6.4,i,4.0,18.2,-1.7,-2.5,44.7,-1.9,3.6
CC1(OC(=O)C2CCCC2)C(=O)C=C2C=C(c3ccc(C#N)cc3)OC=C2C1=O (centres undefined),-2.5,2.8,i,3.4,49.7,.,5.2,-17.7,2.3,-7.7
COCCCn1c(=O)/c(=C\c2ccccc2OC(F)F)s/c1=C(/C#N)C(=O)NCCOC,-0.3,-9.3,i,-4.3,19.6,1.9,-3.6,16.6,-6.6,0.4
COc1cc(C2C(C#N)=C(N)N(N(C)C)C3=C2C(=O)CC(C)(C)C3)cc(OC)c1OC (centres undefined),0.4,-10.1,i,-2.3,5.4,-2.8,-2.0,14.6,1.7,-0.5
NC(=O)CC(NC(=O)c1ccccc1)c1ccc(N2CCC(Br)CC2)c([N+](=O)[O-])c1 (centres undefined),3.6,1.4,i,1.1,20.0,.,-1.6,2.3,2.6,0.1
COc1ccc(CCC(=O)Nc2ncc(C)s2)cc1,-2.5,1.5,i,-0.7,4.1,2.9,1.6,-9.1,-2.8,12.2
COc1ccccc1C(CNC(=O)c1cccc(NS(=O)(=O)c2ccc(Br)cc2)c1)N(C)C (centres undefined),-3.1,-3.1,i,16.7,-3.3,.,0.3,-0.2,-0.1,3.0
CC(=O)Nc1ccc(/C(C)=N/NC(=O)CN(c2ccccc2Br)S(C)(=O)=O)cc1,9.6,.,i,-1.9,50.8,-3.6,-1.5,-10.5,-3.9,-16.6
